Assay outcomes: PubChem, National Center for Advancing Translational Sciences (NCATS)
ATXN viability: Viability Counterscreen for Primary qHTS for Inhibitors of ATXN expression. hit rate 0.49% among 400,000. Potency, µM (doses to about 56.7 µM), actives largely listed as cytotoxic. S2 cells (HEK-293 line with an ATXN2-luciferase reporter) viability, CellTiter-Fluor protease fluorescence, 24 h; further: nearly all actives have a fitted effect of over 40% in size
ATXN2 expr inh: Primary qHTS for Inhibitors of ATXN expression. HEK-293 ATXN2-luciferase reporter, luminescence, 24 h. Potency, µM (titrated, usually from 57 µM), for the others: top-dose activity change, negative = inhibition, actives largely listed as inhibitors. hit rate 0.72% among 360,000; further: on the % scale 0 is the no-effect control and ±100 the full control effect; nearly all actives have a fitted effect of over 55% in size
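qHTS (up to 57 uM final) was run with 24 h compound exposure of reporter cells at 37 °C. Each well was multiplexed: SteadyGlo luminescence measured ATXN2-luciferase expression after a fluorogenic Gly-Phe-AFC viability readout (25 uM final).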
EPAC2 antagonist: qHTS for Antagonist of cAMP-regulated guanine nucleotide exchange factor 2 (EPAC2): primary screen; Potency, µM (top dose mostly 114 µM), for the others: at the highest dose activity, negative = inhibition, most hits filed as inhibitors; Rap guanine nucleotide exchange factor 4 (Homo sapiens), Q8WZA2; hit rate 0.18% among 360,000; EPAC2 GEF exchange of Rap1B-BODIPY-GDP, fluorescence; further: on the % scale 0 is the no-effect control and ±100 the full control effect; nearly all actives have a fitted effect of over 45% in size; many of its hits are not listed in these tables
Target sequence (Q8WZA2 whole entry, looked up): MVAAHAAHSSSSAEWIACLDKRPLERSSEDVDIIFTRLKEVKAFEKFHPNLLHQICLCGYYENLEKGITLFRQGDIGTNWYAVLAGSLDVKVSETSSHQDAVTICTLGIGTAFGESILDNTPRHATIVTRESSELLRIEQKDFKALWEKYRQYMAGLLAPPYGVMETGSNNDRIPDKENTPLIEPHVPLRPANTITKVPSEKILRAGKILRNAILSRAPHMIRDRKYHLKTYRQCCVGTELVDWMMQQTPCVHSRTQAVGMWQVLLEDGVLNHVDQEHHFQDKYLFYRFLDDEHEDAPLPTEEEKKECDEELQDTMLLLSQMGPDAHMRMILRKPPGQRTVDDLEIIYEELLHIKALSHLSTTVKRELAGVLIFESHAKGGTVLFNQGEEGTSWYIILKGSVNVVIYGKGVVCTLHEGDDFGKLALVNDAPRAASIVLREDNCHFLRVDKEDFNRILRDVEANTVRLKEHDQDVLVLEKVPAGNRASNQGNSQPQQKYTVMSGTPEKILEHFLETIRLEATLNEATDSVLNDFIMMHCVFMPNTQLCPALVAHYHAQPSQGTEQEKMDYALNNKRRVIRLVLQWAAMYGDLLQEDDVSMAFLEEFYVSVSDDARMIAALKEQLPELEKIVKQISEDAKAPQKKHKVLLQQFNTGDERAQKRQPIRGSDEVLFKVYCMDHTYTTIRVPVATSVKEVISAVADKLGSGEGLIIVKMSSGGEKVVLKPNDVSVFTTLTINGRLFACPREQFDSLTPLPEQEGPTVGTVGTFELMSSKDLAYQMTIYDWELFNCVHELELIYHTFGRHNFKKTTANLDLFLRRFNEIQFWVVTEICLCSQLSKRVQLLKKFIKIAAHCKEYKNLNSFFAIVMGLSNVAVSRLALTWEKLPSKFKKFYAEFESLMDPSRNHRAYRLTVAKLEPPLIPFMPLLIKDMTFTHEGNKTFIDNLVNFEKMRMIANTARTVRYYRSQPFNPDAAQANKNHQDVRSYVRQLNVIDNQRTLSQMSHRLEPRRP
HepG2 tox: qHTS for Inhibitors of TGF-b: Cytotox Counterscreen | HepG2 CAGA-GFP viability, ATP luminescence, 18 h | Potency, µM (top dose mostly 46.1 µM), without a hit: top-dose activity change, negative = cytotoxicity, hits mostly cytotoxic | hit rate 0.76% among 410,000 | AID 588856, 2011; further: some results filed as inactive show a strong effect at the top dose
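HepG2 CAGA-GFP cells (1000/well, DMEM with 1% FBS) received compound, then TGF-beta at 500 pg/mL final, and were incubated 18 hours at 37 degrees C. Viability was read by CellTiter-Glo luminescence. Media-only wells were set as complete cell-killing and DMSO as no toxicity.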
Nrf2 inh: Nrf2 qHTS screen for inhibitors; A549 ARE-Fluc reporter, luciferase luminescence, 18-24 h; Potency, µM (series often up to 46 µM), inactives show at the top dose activity change, negative = inhibition, actives largely listed as inhibitors; hit rate 2.1% among 360,000; further: on the % scale 0 is the no-effect control and ±100 the full control effect; nearly all actives have a fitted effect of over 60% in size
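Concentration-response testing used A549 ARE_Fluc cells at 5000 cells/well. Following an 18-24 h compound incubation, viability was read by fluorescence (Ex 405/Em 525) and luciferase output by luminescence.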
MCF10A rerep: A quantitative high throughput screen for small molecules that induce DNA re-replication in MCF 10a normal breast cells. hit rate 2.9% among 350,000. MCF 10A DNA re-replication, Hoechst nuclear intensity, 48 h. AID 624296, 2012. Potency, µM (highest dose often 46.1 µM), for the others: at the highest dose activity, positive = re-replication, most hits filed as activators; further: % of control where 0% means no effect; nearly all actives have a fitted effect of over 50% in size
TGFb SMAD3 inh: qHTS for Inhibitors of TGF-b. HepG2 CAGA-GFP TGF-b/SMAD3 reporter, GFP fluorescence, 18 h; TGF-beta stimulated, 500 pg/mL final. Potency, µM (highest dose often 46.1 µM), for inactives: at the top dose activity, negative = inhibition, usual class: inhibitors. hit rate 1.2% among 410,000. AID 588855, 2011; further: on the % scale 0 is the no-effect control and ±100 the full control effect; nearly all actives have a fitted effect of over 65% in size
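First, reporter cells (HEPG2 CAGA-GFP) rested 2 h at 37 degrees C. Next, compounds were pinned in and TGF-beta added to 500 pg/mL final. After 18 h, GFP was imaged per cell and summed per well.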
A549 viability: Nrf2 qHTS screen for inhibitors: counterscreen for cytotoxicity | A549 ARE-Fluc cells, CellTiter-Fluor viability, 18-24 h | Potency, µM (titrated, usually from 46 µM), for inactives: at the top dose activity change, negative = cytotoxicity, most hits filed as inhibitors | hit rate 0.16% among 390,000; further: on the % scale 0 is the no-effect control and ±100 the full control effect
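A549 ARE-Fluc cells in 5% FBS OPTI-MEM, 5000 cells/well, rested 2 h then exposed to compounds in concentration-response for 18-24 h at 37 °C. Viability by CellTiter-Fluor fluorescence (Ex 405/Em 525) after 30 min; luciferase luminescence (BugLite, 15 min, RT) read afterwards.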
Nrf2 ARE act: qHTS of Nrf2 Activators; AREc32 ARE-luciferase reporter (MCF7-derived line), luminescence, 24 h; Potency, µM (doses to about 46.1 µM), for the others: at the top dose activation, most hits filed as activators; hit rate 0.31% among 410,000; further: % of control where 0% means no effect; nearly all actives have a fitted effect of over 65% in size
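AREc32_Fluc, 1000 cells/well, OPTI-MEM + 5% FBS, o/n 37 deg C 5% CO2; 23 nL cpd by pin tool, 24 hr; Steady-Glo 30 min RT, luminescence.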
Active calls of the source: *; i = inactive; ? = inconclusive; . = not tested or not shown; [ ] = dose if it differs, or a comment. The call rests on the fitted dose curve; in most records, active means well fitted curve in the direction sought with a large enough effect; inconclusive means small, poorly fitted or top-dose-only effect, or another doubt; inactive means no such curve, though single readings can be large; an effect the other way counts as inactive or inconclusive. Potency means the concentration at half of the fitted maximal effect. Not all compounds are listed, so the mix of outcomes need not match the whole.

The line under a structure holds: ATXN viability	ATXN2 expr inh	EPAC2 antagonist	HepG2 tox	Nrf2 inh	MCF10A rerep	TGFb SMAD3 inh	A549 viability	Nrf2 ARE act
> CC(C)NC(=O)c1ccc(N2CCOCC2)nc1
  i	6%	11%	-16%	6%	-1%	2%	3%	0.1%
> Cc1nn(C(=O)c2cccs2)c(N)c1-c1ccccc1
  i	109%[activator]	?	-18%	9%	10%	-17%	3%	5.4%
> COc1ccccc1S(=O)(=O)Cc1ccc(C(=O)NCCN2CCCC2)o1
  i	15%	12%	-2%	2%	-2%	-7%	18%	-0.1%
> O=C(NCCC1=CCCCC1)C1CCN(C(=O)N2CCOc3ccccc32)CC1
  .	.	.	-22%	-7%	.	?	4%	4.9%
> COc1ccccc1-c1cc(C(=O)NCc2cccs2)no1
  i	5%	-2%	-8%	10%	26%	0%	0%	11%
> CC1=CC(=C(C#N)C#N)C=C(C)N1CCC(C)C
  i	-7%	-14%	-5%	?	?	-3%	1%	-0.3%
> CCOc1ccc(-c2nc(CSCC(=O)NC3CCN(Cc4ccccc4)CC3)c(C)o2)cc1
  i	.	-11%	-40%	.	.	?	.	0.6%
> COc1ccccc1CC(NC(C)=O)C(=O)NC1CCN(c2nnnn2-c2ccccc2)CC1 (configuration not stated)
  i	-9%	8%	-1%	23%	-2%	11%	-4%	-0.3%
> CN(C)c1ccc(NC(=O)CN2CCC(NC(=O)C3CCCCC3)CC2)cc1
  i	4%	8%	-3%	2%	-3%	3%	2%	2.2%
> Cc1ccc(O)c(C2=NOC(O)(C(F)(F)C(F)F)C2)c1 (configuration not stated)
  i	13%	-1%	11%	6%	-12%	-6%	-1%	0.5%
> CCCCNC(=O)CSc1nc2cc3c(cc2c(=O)n1CCCC(=O)NCc1ccc2c(c1)OCO2)OCO3
  .	.	.	-14%	.	.	10%	2%	-0.7%
> OCCOc1nnnn1-c1ccccc1
  i	-6%	4%	6%	-14%	-1%	-1%	-10%	0.3%
> Cc1[nH]n(-c2ccccc2)c(=O)c1C(c1ccccc1[N+](=O)[O-])C(C#N)C#N (configuration not stated)
  i	.	-7%	-2%	4%	-5%	-18%	-4%	6.5%
> Cc1ccc(C(=O)COC(=O)CCC(=O)Nc2ccccc2Cl)cc1[N+](=O)[O-]
  i	1%	9%	-2%	-2%	-5%	1%	-9%	0.1%
> CC(NC(=O)c1ccc(NC(=O)c2nsc3ccccc23)cc1)c1ccccc1 (configuration not stated)
  i	44%[activator]	.	-18%	.	.	6%	?	-0.7%
> O=C(CSc1nccn1C1CCCC1)Nc1ccc(C(F)(F)F)cc1
  .	.	.	-42%	.	.	-25%	-3%	0.0%
> COc1ccc(NC(=O)CN(C)C(=O)CNC(=O)c2ccc(C)s2)cc1
  i	3%	8%	-8%	?	-5%	-16%	-1%	-0.2%
> CCOc1ccc(N(CC(=O)NC2CCCCC2)S(=O)(=O)c2ccc(C)cc2)cc1
  i	2%	18%	16%	-5%	?	20%	0%	0.3%
> O=C(O)c1ccc(CS(=O)(=O)c2c(Cl)cccc2Cl)o1
  i	-5%	7%	2%	2%	-4%	2%	-4%	-0.9%
> CC(=O)Nc1c(C)ccc([N+](=O)[O-])c1C
  i	3%	13%	-16%	0%	-1%	-2%	3%	0.0%

New compounds follow:
SMILES | ATXN viability | ATXN2 expr inh | EPAC2 antagonist | HepG2 tox | Nrf2 inh | MCF10A rerep | TGFb SMAD3 inh | A549 viability | Nrf2 ARE act
CCN(CC)CCOC(=O)c1ccc(NC(=O)CCCN2C(=O)/C(=C/c3cccs3)SC2=S)cc1 | ? | ? | 1% | -31% | 5% | ? | ? | ? | 27%
COc1ccc(C(C)(C)C)cc1NC(=O)c1cccc(S(=O)(=O)N2CCN(C(C)=O)CC2)c1 | i | 46%[activator] | 24% | -5% | -11% | -3% | -11% | 0% | -0.7%
O=C1NC(c2cc(Cl)cc([N+](=O)[O-])c2O)Nc2ccccc21 (configuration not stated) | i | -7% | ? | -5% | -26% | -21% | -14% | -15% | -0.2%
CCCc1nc2c(ccc3ccccc32)cc1CC | i | . | ? | 5% | -3% | -9% | -3% | 0% | 3.1%
COC(=O)c1cn(C(=O)c2cccc(Br)c2)c2ccccc12 | i | -5% | ? | -4% | -5% | 1% | 4% | 1% | -0.6%
O=C(COc1ccccc1Cl)Nc1nc(-c2cccs2)cs1 | i | 22% | -7% | -13% | -9% | 23% | ? | 2% | 9.9%
O=C(CSc1ccc(-c2ccccc2)nn1)N1CCCCC1 | i | 17% | -7% | -4% | ? | 1% | 5% | -1% | 6.9%
CC(OC(=O)/C=C/c1ccccc1)C(=O)Nc1ccc(C(N)=O)cc1 (configuration not stated) | i | 0% | 1% | -25% | 15% | 7% | -4% | 0% | 11%
COc1ccc(OC)c(NC(=O)c2ccc(-c3csc(C)n3)cc2)c1 | i | -3% | 7% | -24% | 0% | 9% | 19% | 6% | 18%
COCCNC(=O)c1c[nH]c2ccc(OC)cc2c1=O | i | 0% | 5% | -20% | 19% | 5% | -7% | 3% | -0.1%
O=Cc1c[nH]c2ccc(OCc3ccccc3)cc12 | i | . | -8% | -46% | 4% | -3% | -3% | 1% | 0.1%
CC(C)Nc1nnc(SCC(=O)c2c(N)n(Cc3ccccc3)c(=O)n(C)c2=O)s1 | i | -13% | 8% | -7% | . | -1% | ? | -1% | -0.1%
CC(CCN1CCN(CCO)CC1)c1ccccc1 (configuration not stated) | i | . | 0% | 3% | 7% | 2% | -1% | 4% | 0.8%
CC(C)Oc1ccc(CNC(=O)CCCN2C(=O)CCn3nc(-c4cccn4C)cc32)cc1 | i | -1% | . | 8% | . | . | -3% | 1% | 0.1%
CCOC(=O)c1cnc(SCC(=O)Nc2sc(C)c(C)c2C#N)nc1N | ? | ? | 9% | -19% | 9.2µM* | 0% | -18% | ? | 2.2%

Full records from above. Values in the order: ATXN viability	ATXN2 expr inh	EPAC2 antagonist	HepG2 tox	Nrf2 inh	MCF10A rerep	TGFb SMAD3 inh	A549 viability	Nrf2 ARE act
Cc1ccc(C(=O)COC(=O)CCC(=O)Nc2ccccc2Cl)cc1[N+](=O)[O-] in the list: i	1%	9%	-2%	-2%	-5%	1%	-9%	0.1%
CC(CCN1CCN(CCO)CC1)c1ccccc1 (configuration not stated) in the list: i	.	0%	3%	7%	2%	-1%	4%	0.8%
COc1ccccc1-c1cc(C(=O)NCc2cccs2)no1 in the list: i	5%	-2%	-8%	10%	26%	0%	0%	11%
COc1ccccc1S(=O)(=O)Cc1ccc(C(=O)NCCN2CCCC2)o1 in the list: i	15%	12%	-2%	2%	-2%	-7%	18%	-0.1%
CC1=CC(=C(C#N)C#N)C=C(C)N1CCC(C)C in the list: i	-7%	-14%	-5%	?	?	-3%	1%	-0.3%

Continued.
SMILES | ATXN viability | ATXN2 expr inh | EPAC2 antagonist | HepG2 tox | Nrf2 inh | MCF10A rerep | TGFb SMAD3 inh | A549 viability | Nrf2 ARE act
COc1ccccc1NS(=O)(=O)c1cccc(NC(=O)C2CC2)c1 | i | -5% | -9% | 0% | ? | 7% | -15% | -2% | -0.1%
NC(=O)COC(=O)c1ccc2c(c1)S(=O)(=O)N=C1CCCCCN12 | i | 10% | 11% | -17% | 11% | -1% | -10% | -5% | -0.6%
O=C(O)C1CCN(S(=O)(=O)Cc2ccccc2)CC1 | i | -2% | -1% | 13% | -13% | 2% | -9% | -5% | -0.1%
C[C@]12c3[nH]c4ccccc4c3CCN1C(=O)C(CC(=O)NCCCn1ccnc1)C[C@@H]2C(=O)N1CCOCC1 (some centres not stated) | i | -1% | 16% | -2% | 7% | -13% | 14% | 0% | 0.4%
Cc1ccc2nc(CSc3nnc(NC(=O)c4ccc(C(C)(C)C)cc4)s3)cc(=O)n2c1 | . | . | . | -19% | . | . | 1% | -5% | -0.2%
CC(OC(=O)c1nn(C)c(=O)c2ccccc12)C(=O)Nc1ccc(S(N)(=O)=O)cc1 (configuration not stated) | i | 5% | 9% | -3% | -7% | 0% | -2% | -5% | -0.8%
CN1CCN(c2ccc([N+](=O)[O-])cc2C(=O)Nc2ccccc2)CC1 | i | -22%[11.3 µM] | 11% | 3% | 14% | 2% | 21% | 2% | 2.0%
O=C(CNC(=O)c1ccccc1F)OCC(=O)c1c[nH]c2ccccc12 | ? | -6% | -4% | 18% | -5% | -4% | 13% | 0% | 0.0%
CCN(CC)CCN(CC(=O)Nc1c(C)cc(C)cc1C)C(=O)c1ccccc1 | i | -11% | 12% | -6% | 0% | 31% | -7% | 1% | 1.7%
CC(/C=C/c1ccccc1)=N\Nc1nc(-c2ccccc2)cs1 | i | -15% | 0% | -12% | -46% | 7% | -8% | -19% | 0.1%
O=C(CCN1C(=O)/C(=C/c2ccc(Cl)cc2)SC1=S)Nc1ccc(C(=O)O)cc1 | i | -18% | 0% | 33% | -5% | -3% | 25% | -1% | -0.5%
COCCCN1C(=O)C(CC(=O)NCCc2ccccn2)CC(C(=O)N(C(C)C)C(C)C)=C1C (configuration not stated) | i | 5% | 6% | 1% | . | . | -4% | . | 0.0%
